# GalR3 antag – antagonists of human GalR3; O60755; HEK293 GalR3-CNG cAMP membrane potential fluorescence; galR3 body fused to GalR1 C-terminus; inhibition, % at 3 µM; hit rate 0.44% among 360,000;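 active means inhibition above the screen-wide average plus 3 SD, cut at about 13% in these data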;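 further: forskolin and galanin both at EC90 stimulate the cells; cAMP rise reported by CNG channel membrane potential dye signal; 0% = forskolin plus galanin with DMSO and 100% = forskolin alone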
# Target sequence (O60755 1-299 limits assumed): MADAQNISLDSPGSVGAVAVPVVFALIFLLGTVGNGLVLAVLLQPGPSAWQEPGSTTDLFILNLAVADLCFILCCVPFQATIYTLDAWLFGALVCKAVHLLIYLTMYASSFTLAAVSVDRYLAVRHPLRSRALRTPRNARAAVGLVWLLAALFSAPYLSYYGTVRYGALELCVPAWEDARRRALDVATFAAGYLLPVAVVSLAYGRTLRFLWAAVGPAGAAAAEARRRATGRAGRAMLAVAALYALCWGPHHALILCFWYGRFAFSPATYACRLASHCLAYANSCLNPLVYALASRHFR
# MEKK2 WT-MEK5 – raises or lowers MEK5 binding to wildtype human MEKK2 PB1 domain; bead flow cytometry, Alexa488-MEK5 binding to MEKK2 WT; actives lie on both sides; hit rate 1.1% among 290,000; Q9Y2U5; binding response (% of control), % at 10 µM; in the data active means binding response below about 67% or above about 130%
# FID counter – displaces DNA intercalator in HCV helicase counter-screen | DNA fluorescent intercalator displacement, fluorescence | inhibition, % at 7.9 µM | hit rate 0.17% among 290,000; in the data active means inhibition above about 37%;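 further: 0% = vehicle and 100% = reference compound; higher means more ethidium bromide displaced from hairpin DNA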
# MEKK3 PB1 HTS – modulators (inhibitors or enhancers) of MEK5 binding to human MEKK3 PB1 domain. Q99759. AID 1529. bead-based flow cytometry, Alexa488-MEK5 binding to MEKK3; actives lie on both sides; 0 = blocked by unlabeled MEK5, 100 = vehicle. binding response (% of control), % at 10 µM. hit rate 1.4% among 290,000;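 active means binding response more than 3 SD above or below the average of its plate-row segment, actives on both sides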;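 further: Alexa488 bead fluorescence after subtracting the streptavidin-only scavenger bead signal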
# Target sequence (Q99759 whole entry, looked up, the tested form may be a part): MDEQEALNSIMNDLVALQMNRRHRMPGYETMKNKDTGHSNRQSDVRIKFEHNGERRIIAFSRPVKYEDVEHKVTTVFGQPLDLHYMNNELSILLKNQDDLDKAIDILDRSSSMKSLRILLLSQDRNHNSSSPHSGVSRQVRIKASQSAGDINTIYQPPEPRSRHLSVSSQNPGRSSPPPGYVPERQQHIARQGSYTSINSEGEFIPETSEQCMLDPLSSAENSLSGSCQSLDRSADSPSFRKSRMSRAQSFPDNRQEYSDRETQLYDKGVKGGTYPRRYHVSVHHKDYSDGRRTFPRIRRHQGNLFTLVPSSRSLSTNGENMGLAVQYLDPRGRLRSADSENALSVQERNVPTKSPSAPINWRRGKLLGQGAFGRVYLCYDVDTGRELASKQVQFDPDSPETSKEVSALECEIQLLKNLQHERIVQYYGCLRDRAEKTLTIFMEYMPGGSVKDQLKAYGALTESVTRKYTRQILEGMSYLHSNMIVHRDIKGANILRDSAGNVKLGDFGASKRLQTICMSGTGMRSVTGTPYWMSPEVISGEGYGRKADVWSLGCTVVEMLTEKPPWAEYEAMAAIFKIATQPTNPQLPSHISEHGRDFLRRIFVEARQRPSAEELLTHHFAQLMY
# HCV NS3 hel inh – HCV NS3 helicase inhibition | NS3 helicase DNA unwinding, Cy5 molecular beacon fluorescence | inhibition, % at 10.9 µM | hit rate 0.56% among 290,000;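 active means inhibition above the mean of all tested compounds plus 3 SD, set per campaign, cut at about 35% in these data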;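 further: 0% = DMSO wells and 100% = thioflavine S control wells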
#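 Material: hepatitis C virus NS3 helicase domain fragment enzyme; measured by: Cy5 fluorescence, 0 and 60 min reads; control set: DMSO and thioflavine S; incubation: 60 min unwinding reaction at 25 °C after ATP addition; read-out basis: % inhibition from 60/0 min fluorescence ratio, DMSO 0%, thioflavine S 100%; repeats: singlicate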
# SUMO HTRF inh – SUMOylation inhibition | AID 2006 | inhibition, % at 35 µM | HTRF SUMOylation assay, SAE1/SAE2 + UBC9, in vitro | P63279 | hit rate 0.36% among 290,000; in the data active means inhibition above about 50%, passing the limit was not always enough; further: strong numbers were not always called active
# Target sequence (P63279 whole entry, looked up): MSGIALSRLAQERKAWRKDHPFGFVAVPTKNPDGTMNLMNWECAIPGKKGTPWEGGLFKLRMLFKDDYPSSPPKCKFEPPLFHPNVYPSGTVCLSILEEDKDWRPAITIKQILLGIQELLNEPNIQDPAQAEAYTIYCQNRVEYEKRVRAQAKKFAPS
# MEKK2 mut-MEK5 – signal of MEK5 binding to mutant human MEKK2 PB1 domain | bead flow cytometry, Alexa488-MEK5 binding to MEKK2 mutant | percent response, % at 10 µM | hit rate 0.35% among 290,000; in the data active means percent response above about 24%, passing the limit was not always enough; further: inactives centre near 1; some results filed as inactive read as strong as hits
# CRFR2-BP antag – CRF-BP/CRF-R2 complex antagonism; HEK293 CRF-R2/CRF-BP, CRF-induced calcium fluorescence; inhibition, % at 11.8 µM; hit rate 0.59% among 350,000;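 active means inhibition of the ligand-induced calcium signal above about 50% at the single tested concentration, limit read from the data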
# CRFR2-BP ag – CRF-BP/CRF-R2 complex agonism; activation, % at 13.2 µM; AID 588473; hit rate 0.46% among 350,000; HEK293 CRF-R2/CRF-BP, calcium dye fluorescence (FLIPR); percent of saturating CRF peptide response;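 active means activation of at least 50%, plus an integration ratio under a set limit after plate pattern correction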;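 further: plate controls were neutral control wells without compound for no effect and CRF at EC100 for full effect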
# * = called active by the depositor; x = no result given; & = joins results of further samples. Not all compounds are listed (hit frequency here may not be typical).
# Every second line gives: GalR3 antag, MEKK2 WT-MEK5, FID counter, MEKK3 PB1 HTS, HCV NS3 hel inh, SUMO HTRF inh, MEKK2 mut-MEK5, CRFR2-BP antag, CRFR2-BP ag
> O=C(OCc1ccc([N+](=O)[O-])cc1)C1CC(=O)N(Cc2ccccc2Cl)C1 (stereo not drawn)
→ -2.0, 103.0, -26.6, 100.0, -5.0, -4.4, 6.0, 21.3, -2.5
> COc1cccc(N2CC(C)Cn3c2nc2c3c(=O)[nH]c(=O)n2C)c1 (stereo not drawn)
→ -7.5, 104.0, -19.3, 106.0, -2.6, 15.6, 10.0, 2.4, -11.7
> COCCSc1ccccc1C(=O)Nc1ccc(Br)cc1
→ -1.1, 89.0, -6.9, 93.0, -3.3, -1.3, -6.0, 1.9, -0.5
> COc1cccc(-c2cc(C(=O)NCCN3CCOCC3)no2)c1
→ -5.4, 96.0, -5.9, 96.0, 2.9, 10.2, 2.0, 13.3, 0.2
> Cc1nc(N[C@@H](Cc2c[nH]c3ccccc23)C(=O)O)c2oc3ccccc3c2n1
→ -1.2, 93.0, -25.4, 92.0, 42.3*, -15.4, -3.0, -7.3, 0.7
> Cc1ccc(Cl)cc1NC1=C/C(=N\S(=O)(=O)c2cccs2)c2ccccc2C1=O
→ -5.9, 93.0, 2.9, 99.0, 1.6, 49.4, -2.0, 10.9&2.1, -1.9&-0.2
> CN(C)CCCNC(=S)/N=c1\sccn1Cc1ccccc1Cl
→ -12.1, 109.0, 10.0, 103.0, -8.2, 21.9, 6.0, -3.2, -3.2
> c1ccc(-c2ccccc2OCCCCN2CCCCCC2)cc1
→ -5.0, 120.0, 27.3, 101.0, -40.2, 20.4, 9.0, -10.0, -1.4
> CCN(CC)CCCNC(=S)N1CCN(c2nc(-c3ccc(F)cc3)cs2)CC1
→ -15.3, 186.0*, 31.4, 110.0, -75.5, 4.0, 27.0*, 35.5, 3.4
> COc1cccc(C2=NOC(C(=O)Nc3cc(C)on3)C2)c1 (stereo not drawn)
→ -6.3, 61.0, -6.1, 58.0, -7.0, 12.4, -7.0, 5.6, -2.0
> CCCCNC(=O)CSc1nc2ccc(N3CCOCC3)cc2c(=O)n1Cc1ccc(OC)cc1
→ -1.6, 98.0, -18.3, 100.0, 0.8, 28.8, 3.0, 37.6, 1.0
> Cc1nc2ccc(NC(=S)N3CCCC3)cc2nc1C
→ -2.7, 98.0, -3.3, 117.0, -2.8, 21.8, -7.0, -2.1, 0.5
> CC(=O)Nc1cc(C(=O)NCc2ccco2)ccc1Sc1ccc(C)cc1
→ -4.2, 95.0, -12.7, 98.0, 13.3, 1.8, -2.0, 10.4, 2.1
> CC(=O)Oc1ccc2occ(C(=O)c3cccs3)c2c1
→ -2.1, 103.0, -1.3, 102.0, -7.5, 12.3, 3.0, 3.4, -0.8
> COc1cc(/C=N/N2C(C)CCCC2C)cc(OC)c1O (stereo not drawn)
→ -8.4, 110.0, -10.9, 103.0, 16.9, -6.5, 7.0, 7.7, -0.1
> Cc1cc(Cl)c(OCCCCN2CCOCC2)c(Br)c1
→ 1.6, 91.0, 0.1, 96.0, -0.2, 12.0, -2.0, -15.9, -1.4
> C=CCNC(=O)CC(C)C(CCCCC)C(=O)O (stereo not drawn)
→ -0.5, x, -2.4, x, 0.7, 19.6, x, -10.6, 0.0
> Cc1ccccc1CN1CCN(C(=O)c2cccc3ccccc23)CC1
→ -3.5, 111.0, -30.2, 107.0, -8.2, 9.2, 14.0, -11.5, -0.4
> COCCNc1nc(N)c([N+](=O)[O-])c(NCC2CCCO2)n1 (stereo not drawn)
→ 0.3, 100.0, -3.9, 100.0, 9.9, -0.3, -2.0, -26.7, -1.2
> Cn1c(NCc2c[nH]c3ccccc23)nc2ccccc21
→ 0.8, 107.0, 3.4, 96.0, 0.5, -3.0, 2.0, -24.4, 2.3
> Cc1c(NC(=O)N(C)c2ccccc2)c(=O)n(-c2ccccc2)n1C
→ -9.6, 103.0, -2.0, 97.0, 3.5, 3.0, 2.0, 3.7, 1.9
> CCCc1cc(=O)oc2cc(OCc3ccc(C(=O)O)o3)ccc12
→ -10.4, 102.0, -21.8, 104.0, 1.2, 6.8, -1.0, -6.3, 0.8
> O=C(Nc1c2c(nn1-c1ccccc1)CS(=O)C2)c1ccc2c(c1)OCO2 (stereo not drawn)
→ 2.2, 102.0, -5.5, 102.0, -0.8, 6.0, 1.0, 5.3, -1.2
> CC1=C(C(=O)Nc2ccc(C)cc2C)C(c2ccc([N+](=O)[O-])cc2)n2ncnc2N1 (stereo not drawn)
→ -2.4, 110.0, 0.7, 111.0, 6.0, -31.4, 2.0, 5.5, -0.2
> O=C(Nc1ccccc1Cl)C1C(c2ccccc2)C1(Cl)Cl (stereo not drawn)
→ -10.8, 108.0, -5.5, 104.0, 3.8, 4.4, 7.0, 4.7, 0.5
> Cc1ccccc1CC1(CO)CCCN(Cc2nc(-c3cccs3)oc2C)C1 (stereo not drawn)
→ -1.9, 108.0, 10.9, 104.0, -19.6, -11.8, 2.0, -17.9, 1.5
> Cc1nc2ccccc2nc(C)c1=NOCc1ccccc1Cl
→ -2.5, 102.0, 2.5, 107.0, -0.5, 20.3, -1.0, 51.3*, -1.3
> O=C(CSc1nnc(-c2ccccc2F)n1C1CC1)Nc1ccc2[nH]c(=O)[nH]c2c1
→ -0.4, 106.0, -17.3, 104.0, 6.7, 6.6, 11.0, 6.3, 0.8
> COCCOC1CCN(C(=O)c2ccc(OC)c(OC3CCN(C(C)C)CC3)c2)CC1
→ -9.2, 97.0, 0.9, 100.0, 4.6, 6.8, 0.0, -5.0, -0.1
> CCOc1cc(/C=N/NC(=O)c2nn(C)cc2Br)ccc1OCc1ccccc1Cl
→ -10.7, 98.0, -0.8, 99.0, 0.7, -21.6, 0.0, 15.2, -0.3
> O=C(Nc1cccc(F)c1)c1ccc(S(=O)(=O)N2CCOCC2)cc1
→ 2.4, 109.0, -1.0, 104.0, -7.8, -9.6, 13.0, -3.0, -1.8
> Cc1cc(C)cc(SCc2noc(C(=O)NCCCN3CCOCC3)c2C(=O)NCCCN2CCOCC2)c1
→ -1.7, 98.0, x, 92.0, x, 10.2, -2.0, -2.3, -0.3
> N=c1sccn1CC(=O)Nc1ccccc1Sc1ccccc1
→ -2.1, 178.0*, 19.6, 156.0*, -10.5, 1.2, 45.0, -13.1, -0.4
> CCOc1ccc(CCNC(=O)COC(=O)/C=C/c2ccc(OC)c(OC)c2)cc1OCC
→ -1.9, 106.0, -49.0, 103.0, -5.9, -15.0, 5.0, 8.8, 0.1
> CCN(Cc1ccccc1)C(=O)c1ccc(CS(=O)c2ccccc2C)o1 (stereo not drawn)
→ -8.8, 106.0, -54.8, 103.0, 19.9, -3.9, 4.0, 5.8, -1.7
> O=C(Nc1ccc(Cl)c([N+](=O)[O-])c1)C(NCCCO)c1ccccc1 (stereo not drawn)
→ 0.5, 104.0, 4.7, 101.0, 0.9, -3.9, -2.0, -11.8, -0.7
> CC(C)C(NC(=O)c1ccccc1F)C(=O)Nc1ccc2c(c1)OCO2 (stereo not drawn)
→ -6.2, 95.0, -1.1, 99.0, -14.9, 12.4, -8.0, -1.9, -0.7
> COc1cccc(NC(=O)c2ccc(C(=O)c3ccccc3)o2)c1
→ 0.8, 101.0, -14.2, 107.0, -15.0, 7.9, 2.0, 6.0, -7.7
> CC(C)(C)NC(=O)NC(=O)CSc1ncccn1
→ -0.5, 96.0, -1.6, 97.0, -9.2, -6.0, -3.0, -2.9, 0.7
> CCN1C(=O)CCC(C(=O)O)C1c1ccc(OC)cc1 (stereo not drawn)
→ -4.4, 100.0, 3.3, 101.0, 11.4, -1.8, 14.0, 8.1, 2.6
> O=C(NCc1ccc(Cl)cc1)C1CCC(CNc2c(N3CCOCC3)c(=O)c2=O)CC1 (stereo not drawn)
→ 8.6, 96.0, -24.2, 85.0, -0.3, 14.3, -20.0, -0.9, 4.0
> Cn1nc([N+](=O)[O-])nc1S(C)(=O)=O
→ -5.7, 97.0, -2.5, 91.0, 9.1, 5.5, -1.0, 17.1, -0.6
> O=C(NCCCN1CCCC1)C1CCN(C(=O)c2cc3sccc3n2Cc2ccc(F)cc2)CC1
→ -3.1, 168.0*, 26.5, 109.0, -94.0, -3.0, 28.0*, 13.1, -0.3
> O=C(c1cccs1)c1cn(CC(=O)N2CCc3ccccc3C2)c2ccccc12
→ -1.1, 99.0, -3.1, 101.0, 4.3, -9.1, 3.0, 26.3, 0.3
> Cc1onc(-c2c(F)cccc2Cl)c1C(=O)NCC1COc2ccccc2O1 (stereo not drawn)
→ -4.2, 97.0, -14.0, 96.0, 2.9, 2.3, -3.0, 48.8, -2.3
> Cc1cccc(CN2[C@@H](CC(C)C)COCCS2(=O)=O)c1
→ -4.4, 96.0, x, 93.0, x, x, -3.0, -1.5, -1.3
> CCOCCSc1nnc2nc(C)cc(C)n12
→ 1.5, 102.0, -2.2, 105.0, 3.2, 9.2, 7.0, 4.7, -0.8
> CSc1nnc(Cc2sc(-c3ccccc3)nc2-c2ccccc2)o1
→ -2.0, 108.0, -22.8, 109.0, -2.4, 7.4, 10.0, -3.8, 0.6
> CCOC(=O)c1sc(CS(=O)(=O)c2ccc(Cl)cc2)nc1C
→ -4.2, 97.0, -14.9, 98.0, 9.2, 4.1, -2.0, 15.8, -2.2
> CC(C)c1ccccc1NC(=S)N1CCN(S(=O)(=O)c2cccs2)CC1
→ 2.6, 97.0, -0.9, 101.0, -4.0, 5.8, 1.0, 3.4, 0.4
> CCC(=O)Nc1sccc1C(=O)OC
→ x, 106.0, -8.0, 106.0, 11.6, 5.4, 4.0, 5.8, -1.9
> CCc1noc(C)c1C(=O)N1CCCC(C(=O)c2cc(F)ccc2F)C1 (stereo not drawn)
→ -3.9, 89.0, -10.6, 96.0, -28.1, 3.2, -8.0, 3.0, -1.5
> CCn1c(SCC(=O)Nc2cccc(NC(C)=O)c2)nnc1C(C)C
→ -5.0, 106.0, -0.4, 103.0, -3.9, -1.8, 5.0, 3.5, 0.3
> Cc1cc(=O)oc(C)c1C(=O)Nc1cnc2ccccc2c1
→ -5.8, 97.0, -6.8, 99.0, 4.2, 24.0, 0.0, -30.4, 11.0
> Cc1ccc(N(Cc2ccc(C(=O)NCC3CCCO3)cc2)S(C)(=O)=O)cc1C (stereo not drawn)
→ -4.4, 97.0, -31.4, 96.0, 7.0, -8.8, -7.0, 8.0, 0.0
> c1ccc(COc2cccc(CN3CCN(c4ccccn4)CC3)c2)cc1
→ -6.3, 126.0, -0.9, 105.0, -17.9, -10.6, 7.0, 32.5, 0.1
> COc1cc(OC)cc(C(=O)NNC(=O)c2ccccc2Br)c1
→ -2.6, 108.0, -5.4, 97.0, 13.7, 3.7, 19.0, 8.9, 0.0
> Cc1ccc(CSc2ncnc3c2cnn3Cc2ccccc2)cc1C
→ -4.7, 120.0, -1.4, 106.0, -2.0, -5.9, 3.0, 32.9, 3.7

# Looked up by compound from above (3):
# Every second line gives: GalR3 antag, MEKK2 WT-MEK5, FID counter, MEKK3 PB1 HTS, HCV NS3 hel inh, SUMO HTRF inh, MEKK2 mut-MEK5, CRFR2-BP antag, CRFR2-BP ag
> CCOC(=O)c1sc(CS(=O)(=O)c2ccc(Cl)cc2)nc1C
→ -4.2, 97.0, -14.9, 98.0, 9.2, 4.1, -2.0, 15.8, -2.2
> Cc1ccc(CSc2ncnc3c2cnn3Cc2ccccc2)cc1C
→ -4.7, 120.0, -1.4, 106.0, -2.0, -5.9, 3.0, 32.9, 3.7
> Cc1cc(=O)oc(C)c1C(=O)Nc1cnc2ccccc2c1
→ -5.8, 97.0, -6.8, 99.0, 4.2, 24.0, 0.0, -30.4, 11.0
